CHT block: human CHT choline transport inhibition | AID 488975 | B-score at 10 µM | Q9GZV3 | 0.86% of 310,000 active | CHT-expressing cells, membrane potential dye, choline response; hits give low values;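 active = B-score over 3 SD under the library average, and starting fluorescence ratio not unusually high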;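 note: choline stimulus applied at its EC90 after an EC20 pre-addition; B-score computed on integrated fluorescence ratio after choline addition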
Target sequence (Q9GZV3 whole entry, looked up): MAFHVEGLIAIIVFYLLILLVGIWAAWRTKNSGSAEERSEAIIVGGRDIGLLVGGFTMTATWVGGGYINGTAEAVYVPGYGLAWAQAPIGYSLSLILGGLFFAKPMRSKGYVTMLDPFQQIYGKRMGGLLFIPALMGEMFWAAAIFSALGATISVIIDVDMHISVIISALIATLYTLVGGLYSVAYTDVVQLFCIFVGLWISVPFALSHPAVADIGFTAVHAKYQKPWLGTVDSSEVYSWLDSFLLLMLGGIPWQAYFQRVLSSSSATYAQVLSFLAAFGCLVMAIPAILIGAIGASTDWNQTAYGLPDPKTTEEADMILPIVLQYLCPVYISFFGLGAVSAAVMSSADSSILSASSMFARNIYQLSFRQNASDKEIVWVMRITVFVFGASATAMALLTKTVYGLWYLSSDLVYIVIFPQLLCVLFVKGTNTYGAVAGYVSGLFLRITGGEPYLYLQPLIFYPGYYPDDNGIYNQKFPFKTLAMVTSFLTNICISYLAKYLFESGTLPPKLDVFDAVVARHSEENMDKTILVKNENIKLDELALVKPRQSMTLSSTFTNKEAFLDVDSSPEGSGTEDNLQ
Kir21 block: Kir2.1 (mouse) channel inhibition | P35561 | HEK293-Kir2.1, FluxOR thallium flux fluorescence; hits give low values | B-score at 10 µM | 0.85% of 310,000 active | AID 1672;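 active = fluorescence ratio B-score at or below minus 3 SD of library scores, with starting-brightness B-score within 2 SD, cut at about -4.2 in these data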;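 note: channel flux triggered by added potassium and thallium sulfate stimulus; B-score of peak minus minimum fluorescence over baseline after thallium stimulus; more negative B-score means stronger Kir2.1 block with less thallium influx; some compounds called inactive have numbers as strong as hits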
Target sequence (P35561 whole entry, looked up): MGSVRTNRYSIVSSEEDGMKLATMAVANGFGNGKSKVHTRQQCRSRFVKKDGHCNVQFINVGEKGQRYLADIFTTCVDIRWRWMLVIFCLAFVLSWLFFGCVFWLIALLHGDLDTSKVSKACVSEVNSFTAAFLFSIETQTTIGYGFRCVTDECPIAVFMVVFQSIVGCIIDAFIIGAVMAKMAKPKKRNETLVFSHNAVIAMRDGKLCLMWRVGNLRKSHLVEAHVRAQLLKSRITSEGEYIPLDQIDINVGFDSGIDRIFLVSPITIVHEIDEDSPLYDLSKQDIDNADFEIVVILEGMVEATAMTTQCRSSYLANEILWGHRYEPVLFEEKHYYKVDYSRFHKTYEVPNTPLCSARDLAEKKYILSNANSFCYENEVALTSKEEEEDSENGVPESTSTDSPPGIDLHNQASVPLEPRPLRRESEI
* = called active by the depositor.

The first six compounds, to show the layout:
For CC(=O)NC(C)C(=O)OCC(=O)c1ccc(Cl)s1 (stereo unspecified) the results were CHT block inactive and Kir21 block 0.68.
O=C(CSc1nnc(SCc2ccc(Cl)cc2)s1)N/N=C/c1c[nH]c2ccccc12 was read as CHT block inactive and Kir21 block 0.74.
For Cc1oc2c(c1C(=O)O)C(=O)c1ccccc1C2=O the results were CHT block inactive and Kir21 block 1.15.
COC(=O)NC1CCC(NC(=O)OC)CC1 (stereo unspecified) was read as CHT block inactive and Kir21 block 0.02.
For CNC(=O)Cn1ncc2c3ccccc3n(C)c2c1=O the results were CHT block inactive and Kir21 block -0.97.
Screening CCOc1[nH]n(-c2ccccc2)c(=O)c1C=Nc1ccc(OC)cc1 returned CHT block inactive and Kir21 block -1.39.

All compounds of this part, from the first entry:
For CC(=O)NC(C)C(=O)OCC(=O)c1ccc(Cl)s1 (stereo unspecified) the results were CHT block inactive and Kir21 block 0.68.
O=C(CSc1nnc(SCc2ccc(Cl)cc2)s1)N/N=C/c1c[nH]c2ccccc12 was read as CHT block inactive and Kir21 block 0.74.
For Cc1oc2c(c1C(=O)O)C(=O)c1ccccc1C2=O the results were CHT block inactive and Kir21 block 1.15.
COC(=O)NC1CCC(NC(=O)OC)CC1 (stereo unspecified) was read as CHT block inactive and Kir21 block 0.02.
For CNC(=O)Cn1ncc2c3ccccc3n(C)c2c1=O the results were CHT block inactive and Kir21 block -0.97.
Screening CCOc1[nH]n(-c2ccccc2)c(=O)c1C=Nc1ccc(OC)cc1 returned CHT block inactive and Kir21 block -1.39.
For Cc1ccc(CNc2ncnc3c2cnn3-c2ccccc2)cc1 the results were CHT block inactive and Kir21 block 0.
For CCCS(=O)(=O)N1CCCC(C(=O)NCCc2ccc(Cl)cc2)C1 (stereo unspecified) the results were CHT block inactive and Kir21 block -0.19.
`Cc1ccc(C(=O)NCCc2ccccc2)cc1` gave CHT block inactive and Kir21 block 0.21.
CCN(CC(=O)Nc1ccccc1C(F)(F)F)C(=O)CCc1c(C)[nH]c(=O)c(C#N)c1C was read as CHT block inactive and Kir21 block 2.52.
`CN1CCN(C(=O)c2ccc(S(=O)(=O)c3ccc(Br)cc3)cc2)CC1` gave CHT block inactive and Kir21 block -0.75.
Screening O=C(NCc1ccccc1F)C(=O)NCC1CCCN1S(=O)(=O)c1cccs1 (stereo unspecified) returned CHT block inactive and Kir21 block 0.88.
Screening COc1ccccc1NC(=O)C(C)N(C)Cc1ccc(Cl)s1 (stereo unspecified) returned CHT block inactive and Kir21 block -0.94.
O=c1c(Cc2ccc(F)cc2)c(O)ccn1CCCn1ccnc1 was read as CHT block inactive and Kir21 block -0.03.
`Cc1nc2ccc(NC(=O)c3cnc(Cl)c(Cl)c3)cc2s1` gave CHT block inactive and Kir21 block -0.54.
For CC1(c2ccc(Cl)cc2)NC(=O)N(CC(=O)Nc2cccnc2Cl)C1=O (stereo unspecified) the results were CHT block inactive and Kir21 block -0.01.
`COc1cc(NC(=O)c2cccs2)c(C(=O)OCC(=O)NC(C)c2ccccc2)cc1OC` (stereo unspecified) gave CHT block inactive and Kir21 block 0.
O=C1c2ccccc2C(=O)N1CC#CCN1CCN(C2CCCCC2)CC1 was read as CHT block inactive and Kir21 block -0.21.
Screening O=C(NCCCCNC(=O)c1ccccn1)c1ccccn1 returned CHT block inactive and Kir21 block -3.15.
For CC(=O)c1ccccc1NS(=O)(=O)c1cccc2nsnc12 the results were CHT block inactive and Kir21 block 0.84.
For CCOc1ccc(N(C(C)C(=O)N2CCCC2)S(C)(=O)=O)cc1 (stereo unspecified) the results were CHT block inactive and Kir21 block -0.09.
`c1ccc(-c2cc(N3CCOCC3)nc(-c3ccccc3)n2)cc1` gave CHT block inactive and Kir21 block 0.14.
For O=C(NCc1cccnc1)C1CCCN(S(=O)(=O)c2cccc3nsnc23)C1 (stereo unspecified) the results were CHT block inactive and Kir21 block -1.07.
Cc1ccc(OC(=O)c2c(C)nn(-c3ccccc3)c2C)cc1 was read as CHT block inactive and Kir21 block -0.19.
`CCCCC(=O)NC(=S)Nc1ccccc1N1CCCCC1` gave CHT block inactive and Kir21 block -1.53.
For COc1ccc(-c2cn[nH]c2-c2ccc(OCc3ccccc3)cc2O)cc1OC the results were CHT block inactive and Kir21 block -2.15.
Screening COc1ccc(OC)c(C(=O)COC(=O)C(CCSC)NC(=O)COc2ccccc2)c1 (stereo unspecified) returned CHT block inactive and Kir21 block 0.19.
For COCCn1c(-c2ccccc2)nc(=S)c2c1CC(C)(C)OC2 the results were CHT block inactive and Kir21 block 0.1.
CNc1ccccc1C(=O)OCC(=O)Nc1ccc2c(c1)OCO2 was read as CHT block inactive and Kir21 block -0.17.
For COc1ccc(C2CC(c3ccc(OC)cc3)n3nc(NS(C)(=O)=O)nc3N2)cc1 (stereo unspecified) the results were CHT block inactive and Kir21 block -0.57.
For Cc1cc(C)nc(SCNC(=O)c2ccc(F)cc2)n1 the results were CHT block inactive and Kir21 block 0.67.
For Cn1cc(CN2CCCC(C(=O)Nc3ccc(-c4cccc(F)c4)cc3)C2)cn1 (stereo unspecified) the results were CHT block inactive and Kir21 block -2.71.
O=C(CCS(=O)(=O)c1ccc(F)cc1)Nc1nnc(-c2ccc(F)cc2)o1 was read as CHT block inactive and Kir21 block -0.54.
Screening O=C(CCl)N(c1ccccc1)C1CCCCC1 returned CHT block inactive and Kir21 block -3.08.
Screening COc1cc2nc(CN3CCC(C(O)(c4ccccc4)c4ccccc4)CC3)[nH]c(=O)c2cc1OC returned CHT block inactive and Kir21 block 3.03.
Screening Cc1ccc(-c2csc(NC(=O)C[n+]3cc(-c4ccc(C)cc4)n4c3CCC4)n2)cc1 returned CHT block inactive and Kir21 block 1.14.
`O=C(COc1ccccc1)Nc1cc(Cl)ccc1Cl` gave CHT block inactive and Kir21 block -0.66.
`O=C(COC(=O)Cc1cccc(C(F)(F)F)c1)Nc1cccc2ccccc12` gave CHT block inactive and Kir21 block 0.64.
Screening CCOc1cc(C=O)ccc1OCc1cc(=O)n2cc(C)ccc2n1 returned CHT block inactive and Kir21 block -2.32.
Screening CCCCNc1ccc(C(CC(N)=O)NC(=O)c2cc(C)cc(C)c2)cc1[N+](=O)[O-] (stereo unspecified) returned CHT block inactive and Kir21 block 0.79.
Screening Cc1ccccc1C(=O)Nc1nnc(-c2ccncc2)o1 returned CHT block inactive and Kir21 block 0.53.
Screening O=C(NN=C1CCCCCC1)c1cc(-c2ccccc2)nc2ccccc12 returned CHT block inactive and Kir21 block -1.12.
For Cc1cc(C)cc(NC(=S)N2CCC(NC(=O)c3ccc(F)cc3)CC2)c1 the results were CHT block inactive and Kir21 block -0.25.
O=C(c1c(Cl)nc2sccn12)N1CCCc2ccccc21 was read as CHT block inactive and Kir21 block 0.05.
`O=C(Nc1nc2ccc3ccccc3c2s1)c1ccc(N2CCCCC2)c([N+](=O)[O-])c1` gave CHT block inactive and Kir21 block 0.86.
Screening C=C(C)C(=O)Oc1ccc(N2C(=O)[C@@H]3C4C=CC(C4)[C@@H]3C2=O)cc1 returned CHT block inactive and Kir21 block -1.63.
Screening CCn1c(SCC(=O)O)nnc1-c1ccccc1OC returned CHT block inactive and Kir21 block -1.99.
`Cc1ccc(NC(=O)CN(C)C(=O)c2cccnc2Nc2cccc(C(F)(F)F)c2)cc1` gave CHT block inactive and Kir21 block 0.32.
Screening O=C(c1ccco1)N1CCC(c2nc3c(nnn3Cc3ccccc3Cl)c(=O)[nH]2)CC1 returned CHT block inactive and Kir21 block 0.17.
`Cc1ccc2nc(SCC(=O)c3ccc4c(c3)NC(=O)CO4)[nH]c2c1` gave CHT block inactive and Kir21 block 0.41.
Screening COC(=O)c1ccc(NC(=O)C(=O)c2cccn2C)cc1 returned CHT block inactive and Kir21 block -0.57.
O=C1CCC([N+](=O)[O-])C(c2ccccc2Br)N1 (stereo unspecified) was read as CHT block inactive and Kir21 block -0.64.
`COc1ccc(OC)c(S(=O)(=O)NC2CC(=O)N(c3cccc(F)c3)C2)c1` (stereo unspecified) gave CHT block inactive and Kir21 block -0.64.
Screening C#CCOc1ccc(OC)cc1C(c1c(C)[nH][nH]c1=O)c1c(C)[nH][nH]c1=O returned CHT block inactive and Kir21 block -0.89.
COC(=O)Cn1c(N2CCCC2)nc2c1c(=O)n(C)c(=O)n2C was read as CHT block inactive and Kir21 block 2.32.
Screening CN1CCN(C(=O)c2ccc(COc3ccc(C(C)(C)C)cc3)o2)CC1 returned CHT block inactive and Kir21 block 0.44.
For CCOc1ccc(S(=O)(=O)Nc2ccccc2C(=O)N2CCOCC2)cc1 the results were CHT block inactive and Kir21 block 0.03.
`O=C(Nc1ccccc1)c1ccc(OC(=O)c2ccccc2)cc1` gave CHT block inactive and Kir21 block -0.3.
Screening COc1ccc(N2C(=O)[C@@H]3[C@H](C2=O)[C@H](C(C)=O)N2c4ccccc4C=C[C@@H]32)cc1 returned CHT block inactive and Kir21 block -1.59.
`O=C(CSc1cc(Cl)ccc1Cl)NC1CCCC1` gave CHT block inactive and Kir21 block -1.17.

Random excerpt: three records from the list
For Cc1cc(C)nc(SCNC(=O)c2ccc(F)cc2)n1 the results were CHT block inactive and Kir21 block 0.67.
For CC(=O)c1ccccc1NS(=O)(=O)c1cccc2nsnc12 the results were CHT block inactive and Kir21 block 0.84.
Screening COc1ccc(OC)c(C(=O)COC(=O)C(CCSC)NC(=O)COc2ccccc2)c1 (stereo unspecified) returned CHT block inactive and Kir21 block 0.19.

Next section
`COc1ccc(-c2c3c(nc4sc(C(=O)Nc5cc(C)on5)c(N)c24)CCC3)cc1` gave CHT block inactive and Kir21 block 1.31.
For CC(=O)N1CCc2cc(S(=O)(=O)CCC(=O)NCCc3ccc(Cl)cc3)ccc21 the results were CHT block inactive and Kir21 block 0.93.
Screening COc1cccc(C(=S)N2CCOCC2)c1OS(=O)(=O)c1ccc(Cl)cc1 returned CHT block inactive and Kir21 block -0.65.
For COc1ccc(NC(=O)c2cccc(NC(=O)c3ccccc3)c2)cc1 the results were CHT block inactive and Kir21 block 1.49.
Cc1[nH]c2ccccc2c1C(=O)C(=O)NC1CC1 was read as CHT block inactive and Kir21 block -0.83.
`CCCn1nc(NC(C)=O)c2cc3cccc(C)c3nc21` gave CHT block inactive and Kir21 block -0.13.
Screening COc1cc(O)c(C(CCN2CCCCC2)c2ccc3c(c2)OCO3)c(OC)c1 (stereo unspecified) returned CHT block inactive and Kir21 block -1.93.
For Cc1nnc(SC(C)C(=O)Nc2ncc(Cl)cc2Cl)n1Cc1ccccc1 (stereo unspecified) the results were CHT block inactive and Kir21 block -0.72.
For CC(=O)c1cccc(NS(=O)(=O)c2ccc(N/C=C\C(=O)c3ccc(C)cc3)cc2)c1 the results were CHT block inactive and Kir21 block -0.99.
For CCOc1ncccc1C(=O)OCC(=O)Nc1ccc2c(c1)OCO2 the results were CHT block inactive and Kir21 block 0.07.
`Clc1cccc(Cl)c1CO/N=C/c1c(-c2ccccc2)nc2n1CCS2` gave CHT block inactive and Kir21 block -0.44.
COc1ccc(N2CCN(C(=O)Cn3cnc4c(cnn4-c4ccccc4)c3=O)CC2)cc1 was read as CHT block inactive and Kir21 block 0.4.
`Cc1[nH]n(-c2ccc([N+](=O)[O-])cc2)c(=O)c1C=NCC1CCCO1` (stereo unspecified) gave CHT block inactive and Kir21 block 0.21.
CCN(CC)C(=O)C(=O)Nc1ccc(OC)c(Cl)c1 was read as CHT block inactive and Kir21 block 0.02.
Screening CC(=O)Nc1ccc(NC(=O)c2cccc3c2-c2ccccc2C3=O)cc1 returned CHT block inactive and Kir21 block 0.94.
`Cc1cccc(N(Cc2ccccc2)C(=O)c2cccc(S(=O)(=O)N3CC(C)OC(C)C3)c2)c1` (stereo unspecified) gave CHT block inactive and Kir21 block 2.05.
Screening O=C(CCN1C(=O)c2ccccc2C1=O)NCc1ccc(Cl)cc1 returned CHT block inactive and Kir21 block -1.25.
`O=S(=O)(NC1=NCCCCC1)c1cccs1` gave CHT block inactive and Kir21 block -1.1.
CCOC(=O)CNc1nc(Cl)c(C#N)s1 was read as CHT block inactive and Kir21 block 0.41.
`CCOc1ccccc1NC(=O)NC1(C(=O)N2CCN3CCCC3C2)CCCCC1` (stereo unspecified) gave CHT block inactive and Kir21 block 0.79.
Screening O=S(=O)(CCc1nc2ccccc2s1)c1ccc2ccccc2c1 returned CHT block inactive and Kir21 block -0.98.
C/C(=N\NC(=O)c1cccc(S(=O)(=O)N2CCCC2)c1)c1ccc(C)cc1 was read as CHT block inactive and Kir21 block 1.3.
For CCOc1ccccc1NC(=O)Nc1cc(S(=O)(=O)N(C)C)ccc1C the results were CHT block inactive and Kir21 block 0.86.
COc1ccc(C(=O)Nc2ccccc2C(=O)N/N=C/c2ccncc2)cc1OC was read as CHT block inactive and Kir21 block 0.51.
`CC(=O)N(C)c1ccc(OCC(O)Cn2c(C)nc3ccccc32)cc1` (stereo unspecified) gave CHT block inactive and Kir21 block -0.06.
Screening O=C(NC(=S)NCc1cccnc1)c1cc2ccccc2o1 returned CHT block inactive and Kir21 block 1.24.
`CCn1c(SCC(=O)Nc2ccc(F)cc2)nnc1-c1cnccn1` gave CHT block inactive and Kir21 block -1.06.
For Cc1cc(F)ccc1S(=O)(=O)Nc1ccccc1C(=O)Nc1ccccc1N1CCOCC1 the results were CHT block inactive and Kir21 block -0.46.
`CCCCCCCCC(=O)O` gave CHT block inactive and Kir21 block 0.05.
COc1ccc(NC(=O)C2CCN(C(=O)c3cccs3)CC2)cc1 was read as CHT block inactive and Kir21 block 0.31.
Screening COc1ccc2[nH]c(C)c(CCN3C(=O)C4C5C=CC(C5)C4C3=O)c2c1 (stereo unspecified) returned CHT block inactive and Kir21 block -0.14.
For COC(=O)c1sc(-c2ccc(C(C)(C)C)cc2)cc1NC(=O)CCC(=O)O the results were CHT block inactive and Kir21 block 0.46.
`O=C(/C=C/c1ccccc1Cl)c1cccnc1` gave CHT block inactive and Kir21 block -4.18.

Compound activity from PubChem.

Compounds were not picked by outcome. About 1.6% of those tested had a hit in this group.
